Screening results: PubChem, several laboratories
L major viab – inhibitors of Leishmania major promastigote growth; Leishmania major promastigotes, resazurin fluorescence viability; inhibition, % at 10 µM; 200,000 compounds, 9% hits; AID 1063; in the data active = inhibition above about 50%;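 also: promastigotes grown with compound for 44 hours at 28 °C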
FLuc stim CS – firefly luciferase counter-screen for stimulation assays; P08659; ATPlite luciferase biochemical, luminescence, 10 min; 0 = ATP-free wells, 1 = DMSO control; activation factor at 10 µM; 200,000 tested, under 10 active; AID 1027;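 active = luciferase activation factor, scaled between plate controls, of at least 2 with compound at 10 µM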
Target sequence (P08659 whole entry, looked up): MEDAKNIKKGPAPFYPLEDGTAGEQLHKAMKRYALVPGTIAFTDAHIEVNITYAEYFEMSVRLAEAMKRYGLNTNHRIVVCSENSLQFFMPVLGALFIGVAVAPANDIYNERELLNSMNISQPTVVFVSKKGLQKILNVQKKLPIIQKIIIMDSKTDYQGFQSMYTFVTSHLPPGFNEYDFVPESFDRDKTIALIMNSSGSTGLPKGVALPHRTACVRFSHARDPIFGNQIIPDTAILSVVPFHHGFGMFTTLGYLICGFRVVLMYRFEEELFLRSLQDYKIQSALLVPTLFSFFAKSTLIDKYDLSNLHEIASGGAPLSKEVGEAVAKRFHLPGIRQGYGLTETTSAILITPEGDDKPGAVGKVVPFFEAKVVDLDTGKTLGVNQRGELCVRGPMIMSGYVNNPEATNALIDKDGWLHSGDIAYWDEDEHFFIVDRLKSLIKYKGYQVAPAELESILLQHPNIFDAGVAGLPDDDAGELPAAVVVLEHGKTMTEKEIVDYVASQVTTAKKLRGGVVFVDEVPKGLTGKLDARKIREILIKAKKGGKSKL
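assay system = Luciferase/luciferin detection reagent, cell-free biochemical luciferase assay | also added = ATP substrate | times = 10 min post-reagent at room temperature | measured by = luminescence from luciferase reaction | measure = luciferase activation, seen as luminescence increase over controls | benchmarks = low control with PBS replacing ATP, high control enzyme plus ATP without compound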
TNAP inh noacc – blocks human TNAP activity with no phosphate acceptor present; P05186; purified TNAP, CDP-star luminescence, 30 min; inhibition, % at 20 µM; 200,000 compounds, 0.26% hits; AID 1012;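 active = tissue-nonspecific alkaline phosphatase inhibition above about 50% at 20 µM in the single-dose screen, limit read from the data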;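 also: 0% = DMSO negative control and 100% = EDTA positive control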
Target sequence (P05186 whole entry, looked up): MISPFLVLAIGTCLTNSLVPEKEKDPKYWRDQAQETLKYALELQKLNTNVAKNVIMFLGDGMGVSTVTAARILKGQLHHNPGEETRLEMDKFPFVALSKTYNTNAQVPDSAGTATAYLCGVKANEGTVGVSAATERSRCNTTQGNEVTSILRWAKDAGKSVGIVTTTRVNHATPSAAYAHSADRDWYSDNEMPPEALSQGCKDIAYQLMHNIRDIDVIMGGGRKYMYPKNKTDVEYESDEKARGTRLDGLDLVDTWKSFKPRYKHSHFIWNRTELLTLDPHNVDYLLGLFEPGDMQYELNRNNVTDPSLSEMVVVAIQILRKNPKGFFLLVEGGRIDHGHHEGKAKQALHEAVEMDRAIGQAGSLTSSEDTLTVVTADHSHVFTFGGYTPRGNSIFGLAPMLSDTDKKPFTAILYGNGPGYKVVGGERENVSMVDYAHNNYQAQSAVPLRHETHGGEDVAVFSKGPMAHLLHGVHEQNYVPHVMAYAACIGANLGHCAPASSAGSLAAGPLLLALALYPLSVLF
TNAP inh hi DEA – TNAP (human) inhibition, high acceptor; P05186; purified TNAP, CDP-star luminescence, 1 M DEA; inhibition, % at 20 µM; 200,000 compounds, 0.03% hits;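 active = over 50% inhibition of tissue-nonspecific alkaline phosphatase at 20 µM in the single-dose screen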;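 also: plate controls were DMSO wells for no effect and EDTA-quenched wells as full inhibition for full effect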
bIAP activator – increases bovine intestinal alkaline phosphatase activity; 200,000 compounds, 0.17% hits; purified bovine IAP, CDP-star luminescence, 30 min; stronger effect = higher value; fold of DMSO-control signal, blank-subtracted; activation factor at 20 µM;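 active = activation factor of 2 or more at 20 µM, a signal rise over negative controls twice the positive control's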
FLuc inhib CS – counter-screen for luciferase assay inhibitors: firefly luciferase inhibition | P08659 | ATPLite firefly luciferase biochemical luminescence, 10 min | inhibition, % at 10 µM | 200,000 compounds, 1.5% hits | AID 1006;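 active = inhibition above about 50% when tested at 10 µM, limit read from the data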
APP 5UTR inh – APP translation inhibition. SH-SY5Y APP 5'UTR-luciferase reporter, luminescence. 190,000 compounds, 0.82% hits. inhibition, % at 2 µM. AID 1285;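 active = inhibition above a set limit, derived from the sample mean plus 3 SD, cut at about 45% in these data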; also: values of inactives mirror those of a sister screen read the other way
bIAP inh – intestinal alkaline phosphatase (bovine) inhibition; purified bovine IAP, CDP-star luminescence, 30 min; inhibition, % at 20 µM; 190,000 tested, under 10 active;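 active = over 50% inhibition of intestinal alkaline phosphatase at 20 µM in the single-dose screen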
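Incubation: 30 min reaction at room temperature / Material: purified bovine intestinal alkaline phosphatase (IAP) enzyme / Input: enzyme at 1/65,000,000 dilution / Dosing: 20 µM single dose / Signal: CDP-star luminescence signal / Reagent: CDP-star chemiluminescent phosphatase substrate, 30 µM final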
RAM inhibit – yeast RAM network inhibition. S. cerevisiae dse1pr::URA3 reporter, 5-FOA growth OD615, 2 d; analog-sensitive cbk1-as2 kinase mutant strain. inhibition, % at 50 µM. 190,000 compounds, 1.8% hits. AID 868;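 active = inhibition above a set limit, 3 SD over mean compound inhibition, cut at about 8.4% in these data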;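 also: 0% = DMSO-only wells with no growth and 100% = 10 µM 1-NA-PP1 full growth; inhibition rescues growth on 5-FOA so higher OD means more RAM inhibition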
TNAP act hiacc – increases human TNAP activity under high phosphate acceptor concentration; P05186; activation factor at 20 µM; 200,000 tested, under 10 active; purified TNAP, CDP-star luminescence, 1 M DEA, 30 min; stronger effect = higher value; 0 = EDTA background, 1 = DMSO-only activity;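 active = activation factor at least 2 at 20 µM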
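Assay system: human TNAP; Input: enzyme diluted 1/800 final; Reagent: CDP-star luminogenic substrate at 100 µM final; Timing: 30 min, room temperature; Signal: luminescence; Evaluation: TNAP activation factor scaled between EDTA and DMSO control wells.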
An asterisk follows results filed as active; . = not tested or not shown.

SMILES	L major viab	FLuc stim CS	TNAP inh noacc	TNAP inh hi DEA	bIAP activator	FLuc inhib CS	APP 5UTR inh	bIAP inh	RAM inhibit	TNAP act hiacc
Cc1[nH]c2ccccc2c1CCN(Cc1cccnc1)C(=S)Nc1ccc(F)cc1	100*	1	-14	-2	1	-1	-16	1	0.4	1
Cc1ccc(C(=O)N2C3C=CC(C3)C2(C(F)(F)F)C(F)(F)F)cc1 (stereo not given)	21	1	0	6	1	0	3	3	-0.3	0.9
COc1ccc(C)cc1S(=O)(=O)NCCC1=CCCCC1	-8	1	-2	4	0.8	-2	0	24	0.8	1
Cc1cc(C)c2c(c1)/C(=N/NC(=O)c1ccc(O)cc1)CCC2	4	1	-9	-5	1.1	-4	-5	-8	1.4	1.1
Cc1ccc(C2Nc3ccc4ccccc4c3C3=C2C(=O)CC(C)(C)C3)o1 (stereo not given)	23	1	-4	-2	1	-4	14	5	-0.1	1
O=C(CSc1ccc(Cl)cc1)Nc1ccccc1Oc1ccccc1	-5	1.1	-20	-4	0.9	-5	-7	5	2.8	1
Cc1cccc(C)c1NC(=O)NCCSc1snnc1C	-4	1	0	2	0.9	-3	0	7	2.6	1
CCOCCCNC(=O)C(Cc1ccccc1)NS(=O)(=O)c1cccc2nsnc12 (stereo not given)	3	1	-4	-2	1	-3	-2	1	0.8	1
CC(C)CNc1nc(NC(C)(C)C)nc(Oc2ccc(=O)[nH]n2)n1	11	1.1	0	-2	1.1	-7	-22	-8	1.3	1
CCOc1ccc(S(=O)(=O)NCc2ccccn2)cc1	-6	1	-5	-2	0.7	0	-28	29	0.1	1
Cc1ccc(N2C(=O)NC3(CCCCC3)C2=O)cc1	-6	1	-16	-5	0.9	3	19	10	5.2	1.1
CCc1c(C)nc2c(C)cccc2c1SCCC#N	2	1	0	0	1	-2	-15	4	1.0	1
CCCCC(=O)N/N=C/c1ccc(-c2ccc([N+](=O)[O-])cc2)o1	14	1	3	6	1	-1	5	-2	0.6	0.9
NC(=O)C1CCN(C(c2ccccc2Cl)c2nnnn2Cc2ccc3c(c2)OCO3)CC1 (stereo not given)	-8	1.1	-16	-4	1	-7	12	1	-0.8	1
Cc1ccc(-n2ncc3c(SCC(=O)Nc4cc(C)on4)ncnc32)c(C)c1	-6	1.1	-18	-5	1	-6	18	-2	4.4	1
c1ccc2c(c1)CCN2CCN1CCc2ccccc21	-7	1	-9	-1	0.9	-3	4	15	2.6	1
CCOc1ccccc1OCc1nn2c(COc3ccccc3)nnc2s1	10	1.1	-8	-2	0.9	-8	-19	9	5.6	1
COP(=O)(OC)c1nc(-c2cccc3ccccc23)oc1N1CCCCC1	41	1	-1	-7	1.4	-4	2	-40	-1.0	1.1
O=C(c1ccc(CS(=O)(=O)Cc2ccc(Cl)cc2)o1)N1CCCC1	5	1.1	-8	-2	1	-5	-10	4	1.1	1
COC(=O)COc1ccc(-c2nn(C)c(=O)c3ccccc23)cc1	3	1	-10	-1	1	-5	0	-2	-0.2	1
Cc1ccc([N+](=O)[O-])cc1N/C=C1\CCCCC1=O	5	0.9	5	8	0.9	12	-23	12	1.3	0.9
O=C(C[n+]1cccc2ccccc21)c1ccccc1	-4	1.1	-10	-6	0.9	-6	-10	5	0.0	1.1
CC(C)CNC(=O)c1cccc(NC(=O)Cc2ccc(Br)cc2)c1	0	1.1	-16	-7	1	-6	21	3	1.1	1.1
CC1CCN(c2nc3ccccn3c(=O)c2C=O)CC1	-7	1	-10	-4	1	-5	-15	-2	2.0	1
CC(C)OCCCNC(=O)CN1C(=O)CC(C)(C)S(=O)(=O)c2ccccc21	-1	1	-8	-2	0.9	-4	17	8	2.9	1
CCC(=O)N1CCc2cc(S(=O)(=O)CCC(=O)Nc3cccc(F)c3)ccc21	-3	1	-4	1	0.9	-1	7	10	2.9	1
Cc1ccc(OCCNC(=O)Cn2cnc3c(=O)n(C)c(=O)n(C)c32)cc1C	-8	1.1	-11	-5	0.8	-6	-2	19	0.1	1.1
O=c1c2oc3ccccc3c2ncn1Cc1cccc(Cl)c1	-4	1	-15	-5	1	-5	-26	0	5.7	1.1
COc1ccc(OC)c(NC(=O)COC(=O)c2ccc(-n3cnnn3)cc2)c1	1	1.1	-8	-3	0.9	-9	9	7	1.4	1
C=CCOc1c(Br)cc(/C=N/NC(=O)Cc2ccc(C(F)(F)F)cc2[N+](=O)[O-])cc1OC	22	1	-9	7	1	-4	22	-2	1.0	0.9
COC(=O)c1ccc(Oc2c(Cl)cccc2[N+](=O)[O-])cc1	45	1	-1	0	0.9	-5	11	12	4.0	1
Cc1ccc(NC(=O)Cn2c(=O)c(C)nc3ccccc32)cc1	-4	1	-10	-8	1	-3	-1	4	2.8	1.1
CC(=O)N1CCc2cc(S(=O)(=O)NC(CC(C)C)C(=O)Nc3ccc4c(c3)OCCO4)ccc21 (stereo not given)	-4	1.1	-14	-4	1	-6	-1	1	0.1	1
Cc1ccc(OCCn2c(CCCO)nc3ccccc32)cc1	54*	1	-5	-4	1	1	15	2	0.8	1
Cc1nnc(N/N=C/c2cccc(OCc3ccc(Cl)c(Cl)c3)c2)n1N	73*	1	-44	-1	0.9	-4	-36	11	5.5	1
Cc1cc(C(=O)OCC(=O)Nc2ccc(F)c(F)c2F)c(C)o1	-3	1.1	-5	-1	1	-6	-6	-4	4.2	1
O=C(O)COn1c(-c2ccccc2)nc2ccc(Cl)cc21	-9	0.3	-12	-5	1	68*	-8	4	0.6	1.1
CC1=NN(C(=O)c2ccc(Cn3nc(C)c([N+](=O)[O-])c3C)cc2)C(O)(C(F)(F)F)C1 (stereo not given)	-7	1.1	-19	-2	1	-9	-17	-2	2.0	1
Cc1ccc(S(=O)(=O)NCC(=O)N2CCC(C)CC2)cc1	-7	1.1	-24	-8	0.7	-8	-4	26	0.9	1.1
CCN(CC)S(=O)(=O)N1CCC(C(=O)NC(C)CCc2ccccc2)CC1 (stereo not given)	-3	1.1	-14	-5	1.1	-5	-24	-11	0.1	1.1
COCCCNC(=O)CCn1c(=O)c2ccccc2n(CC(=O)NCCc2ccc(OC)c(OC)c2)c1=O	-9	1.1	-19	-6	1.1	-6	-13	-10	0.8	1.1
O=C(NC1CCCCCCC1)C1c2ccccc2C(=O)N1Cc1ccco1 (stereo not given)	10	1.1	-13	-7	1	-6	4	2	-0.9	1.1
NCCc1nnc(SCc2ccccc2)o1	2	1	-10	-3	0.9	-4	-3	14	0.6	1
CN(CC(=O)NNC(=O)c1cccnc1)S(=O)(=O)c1cc(Cl)ccc1Cl	0	1	-56	6	1.2	2	-22	-25	0.6	0.9
C=CCN(Cc1nc(-c2cc(OC)ccc2OC)oc1C)C1CCS(=O)(=O)C1 (stereo not given)	26	1.1	-1	1	1.1	-5	6	-9	-0.8	1
Cn1cc(Br)c(C(=O)NNC(=O)c2ccc(Br)cc2)n1	26	0.9	-64	-1	0.9	11	-42	10	-0.6	1
Cc1ccc(-c2nc3ncccc3o2)cc1NC(=O)COc1ccccc1	0	1	-9	-4	1	-1	-13	2	2.9	1
CC(C)(C)C(=O)/C(=C/c1ccncc1)n1cncn1	100*	1	3	1	1.2	-5	58*	-22	1.9	1
CCOC(=O)CNC(=O)CSc1nc2cccnc2n1CC	-5	1	-11	-3	1	-1	13	1	0.0	1
CCCCOc1ccc(C(C)NC(=O)CCS(=O)(=O)Cc2ccc(Cl)cc2)cc1 (stereo not given)	-1	1	-23	0	1	0	11	2	3.2	1

One compound at a time, from the list above:
Record of COC(=O)c1ccc(Oc2c(Cl)cccc2[N+](=O)[O-])cc1 → L major viab: 45; FLuc stim CS: 1; TNAP inh noacc: -1; TNAP inh hi DEA: 0; bIAP activator: 0.9; FLuc inhib CS: -5; APP 5UTR inh: 11; bIAP inh: 12; RAM inhibit: 4.0; TNAP act hiacc: 1
Record of Cc1ccc([N+](=O)[O-])cc1N/C=C1\CCCCC1=O → L major viab: 5; FLuc stim CS: 0.9; TNAP inh noacc: 5; TNAP inh hi DEA: 8; bIAP activator: 0.9; FLuc inhib CS: 12; APP 5UTR inh: -23; bIAP inh: 12; RAM inhibit: 1.3; TNAP act hiacc: 0.9

The listing continues:
SMILES	L major viab	FLuc stim CS	TNAP inh noacc	TNAP inh hi DEA	bIAP activator	FLuc inhib CS	APP 5UTR inh	bIAP inh	RAM inhibit	TNAP act hiacc
COc1ccccc1/C=C1\SC(=S)N(CCC(=O)NC2=NCCS2)C1=O	52*	1	9	4	0.9	-2	-1	8	5.2	1
c1ccc2c(c1)NC(CN1CCOCC1)CO2 (stereo not given)	13	1.1	-14	-7	0.9	-8	-7	7	2.0	1.1
COc1ccc2cc(C(=O)C3CCCN(Cc4ccccn4)C3)ccc2c1 (stereo not given)	5	1.1	0	-2	0.9	-6	16	9	0.5	1
CC(=O)Nc1cccc(OC(=O)COc2ccc(Br)cc2)c1	-8	1	-8	-4	1	0	17	4	0.0	1
COCCn1c(SCC(=O)N2CCCc3ccccc32)nnc1-c1ccoc1C	4	1.1	-9	1	0.9	-6	-18	6	1.1	1
Cc1cccc(-c2cc3c(nn2)-c2ccccc2C3=O)c1	7	0.4	-6	-3	0.9	62*	.	14	3.2	1
Cc1nc2ncnn2c(C)c1CCC(=O)O	-2	1	-10	-2	0.9	-2	-4	10	-0.3	1
O=C(Cn1c(NCCCO)nc2ccccc21)c1ccco1	2	1.1	-22	-8	0.9	-6	2	6	2.6	1.1
Cc1ccc(/C(=N\O)c2oc3c(C)c4oc(=O)cc(C)c4cc3c2C)cc1	49	1.1	-5	-7	0.8	-12	7	24	2.1	1.1
Cc1nn(-c2ccccc2)c(Cl)c1/C=C(\CC(=O)O)c1nc2ccccc2s1	2	1	-2	4	0.8	-2	-6	24	3.8	1
Cc1ccc(OCc2nnc(SCC(=O)O)n2N)cc1	2	1	-2	3	1	2	0	1	0.3	1
O=C(C1CCCN(Cc2nc(-c3cccs3)no2)C1)N1CCOCC1 (stereo not given)	-7	1.1	-13	-8	1.1	-10	16	-5	3.1	1.1
COc1cc(/C=N/NC(=O)CNc2n[nH]c(=O)[nH]c2=O)ccc1O	-3	1	-9	0	0.8	-3	15	22	0.6	1
CCn1c(CNC(=O)C23CC4CC(CC(C4)C2)C3)nnc1SC	-7	1	-3	5	1.1	-2	5	-6	0.4	1
O=C(NCCN1CCOCC1)[C@H](Cc1ccccc1)N1C(=O)c2ccccc2C1=O	-3	1.1	-11	-5	0.9	-6	-18	12	1.2	1
CC(C)Cc1nc2sc3c(=O)[nH]cnc3c2c2c1CCC2	8	1.1	-13	2	1	-5	-2	1	2.8	1
CCOc1ccc(C(=O)c2nc3c(n2O)CCCCC3)cc1	-5	1	0	0	1	-3	4	-5	-0.8	1
FC(F)Oc1ccccc1C1CC(c2ccc(Br)s2)Nc2ncnn21 (stereo not given)	37	1	2	-1	1	-5	-6	2	0.2	1
O=C(CN1N=C(c2ccc(Cl)cc2)CCC1=O)NCCN1CCc2ccccc2C1	-1	1	-55	-3	0.8	-1	-9	24	0.9	1
c1coc(CNc2nc3nonc3nc2NCc2ccco2)c1	3	1	-62	-4	1.2	-2	-4	-19	0.7	1
